# Screens (PubChem)
# Mtb BioA inh = inhibitors of Mycobacterium tuberculosis BioA enzyme | purified M. tuberculosis BioA enzyme, plate reader | inhibition, % at 9.99 µM | 360,000 tested, 0.096% active | AID 602481; in the data active means inhibition above about 40%; inconclusive means no clear call, values can overlap the other calls
# BoNT-F LC inh = BoNT F light chain protease inhibition; 360,000 tested, 0.22% active; AID 588497; Multiplex microsphere protease cleavage assay, flow cytometry; inhibition, % at 10 µM; in the data active means inhibition above about 35%, passing the limit was not always enough; inconclusive means no clear call, values can overlap the other calls; further: plate controls were buffer without enzyme for full effect and enzyme alone for no effect
# GDH-TPI counter = GDH-TPI coupled enzyme inhibition counter-screen; GDH-TPI coupled enzyme counterscreen, NADH absorbance; inhibition, % at 4.8 µM; 360,000 tested, 1.2% active; AID 588335; in the data active means inhibition above about 30%;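 further: 0% = DMSO wells and 100% = wells lacking the enzyme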
# Anthrax LF inh2 = anthrax lethal factor protease inhibition; multiplex microsphere protease cleavage assay, LF; inhibition, % at 10 µM; 360,000 tested, 0.12% active; further: plate controls were buffer without enzyme for full effect and enzyme alone for no effect
# Target sequence (P15917 whole entry, looked up): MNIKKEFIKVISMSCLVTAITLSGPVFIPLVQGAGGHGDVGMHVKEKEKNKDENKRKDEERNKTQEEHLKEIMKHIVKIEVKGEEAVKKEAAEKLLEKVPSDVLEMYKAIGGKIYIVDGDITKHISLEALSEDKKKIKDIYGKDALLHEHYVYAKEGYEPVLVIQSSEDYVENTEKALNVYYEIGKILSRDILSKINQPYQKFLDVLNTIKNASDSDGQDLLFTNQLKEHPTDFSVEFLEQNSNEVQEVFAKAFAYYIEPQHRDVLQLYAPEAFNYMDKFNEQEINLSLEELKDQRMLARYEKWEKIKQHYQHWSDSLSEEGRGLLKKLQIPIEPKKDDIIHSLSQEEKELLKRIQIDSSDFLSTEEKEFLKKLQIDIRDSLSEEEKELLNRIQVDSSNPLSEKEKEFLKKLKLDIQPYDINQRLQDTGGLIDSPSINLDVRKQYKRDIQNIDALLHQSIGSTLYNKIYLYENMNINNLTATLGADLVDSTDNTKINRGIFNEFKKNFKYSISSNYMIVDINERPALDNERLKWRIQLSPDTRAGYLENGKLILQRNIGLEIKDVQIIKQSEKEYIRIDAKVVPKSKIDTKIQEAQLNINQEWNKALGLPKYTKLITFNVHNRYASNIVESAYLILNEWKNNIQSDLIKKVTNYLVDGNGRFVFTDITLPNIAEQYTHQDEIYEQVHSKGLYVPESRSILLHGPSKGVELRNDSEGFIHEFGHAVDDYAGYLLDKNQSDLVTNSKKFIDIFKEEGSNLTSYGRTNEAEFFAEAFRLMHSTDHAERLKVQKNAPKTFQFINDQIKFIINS
# PfHsp40 rescue = rescue of PfHsp40-mediated yeast toxicity; growth rescue, % at 12.5 µM; S. cerevisiae expressing PfHsp40, growth rescue, ATP luminescence; 340,000 tested, 0.68% active; AID 504582; in the data active means growth rescue above about 28%, passing the limit was not always enough; inconclusive means no clear call, values can overlap the other calls;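 further: yeast W303a lacking pdr1 and pdr3 grown in galactose medium; growth measured after three days at 30 °C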
# BoNT-A LC inh2 = BoNT A light chain protease inhibition. multiplex microsphere protease substrate cleavage, flow cytometry. inhibition, % at 10 µM. 360,000 tested, 0.17% active. AID 588499; further: plate controls were buffer without enzyme for full effect and enzyme alone for no effect
# UGM FP inh = inhibitors of M. tuberculosis UDP-galactopyranose mutase | AID 504406 | inhibition, % at 10 µM | purified UGM, fluorescence polarization probe displacement | 320,000 tested, 0.06% active; in the data active means inhibition above about 10%, passing the limit was not always enough; inconclusive means no clear call, values can overlap the other calls
# Mtb FBA inh = inhibitors of M. tuberculosis fructose-bisphosphate aldolase; purified M. tuberculosis FBA, fluorescence read-out; inhibition, % at 1 µM; 360,000 tested, 2.3% active; P9WQA3; in the data active means inhibition above about 27%;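 further: 0% = vehicle and 100% = reference inhibitor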
# FadD28 FP inh = M. tuberculosis FadD28 bisubstrate binding inhibition; 360,000 tested, 0.22% active; inhibition, % at 12.5 µM; FadD28 bisubstrate probe binding, fluorescence polarization; AID 588549; in the data active means inhibition above about 8.5%, passing the limit was not always enough; inconclusive means no clear call, values can overlap the other calls
# Starred values were filed as active, the others as inactive; ? = inconclusive; . = no result given. Unless noted, no stated cut-off is given here; in the data, active means inhibition above about 30%; inconclusive means no clear call, values can overlap the other calls; inactive means below that.
No.	structure	Mtb BioA inh	BoNT-F LC inh	GDH-TPI counter	Anthrax LF inh2	PfHsp40 rescue	BoNT-A LC inh2	UGM FP inh	Mtb FBA inh	FadD28 FP inh
1	NC(=O)Nc1ccc(Nc2ccccc2)cc1	.	-41	-13	-11	0.8	0.0	2.4	5	-4.2
2	Cc1ccc(CN2CCN(C(=O)C3CCC3)CC2)cc1	-0.7	-3	-11	-9	-0.2	0.6	-1.7	-3	-1.2
3	COc1ccc(NC(=O)CSc2nc(-c3ccc(C)cc3)cc(C(F)(F)F)c2C#N)cc1	.	2	-3	-6	0.7	-1.3	-2.7	-2	-1.3
4	COC(=O)c1cc(NS(=O)(=O)c2ccc(N3CCOCC3)c([N+](=O)[O-])c2)cc(C(=O)OC)c1	.	-4	1	0	-0.2	-1.6	3.4	1	2.3
5	Cc1ccc(NC(=O)N(Cc2nc3ccccc3c(=O)[nH]2)Cc2cccs2)cc1	0.8	-6	8	-1	6.7	-0.1	3.6	-6	-4.2
6	COC(=O)c1ccc(NC(=O)c2ccc(F)cc2)o1	1.6	-7	3	-2	-1.6	-0.4	-2.5	0	-0.2
7	Cc1ccc(NC(=S)NNS(=O)(=O)c2ccc3ccccc3c2)cc1Cl	.	-5	3	-2	-0.9	-0.9	0.9	-4	-3.4
8	CC(=O)Nc1ccc(NC(=O)c2cc(-c3cc(C)cc(C)c3O)n[nH]2)cc1	-1.7	-20	11	-2	.	-5.3	2.1	0	-3.8
9	O=C(/C=C/c1ccc(F)cc1)c1ccccc1Br	.	-3	15	0	1.5	-0.3	2.0	0	-1.0
10	O=C(Nc1ccc(Oc2ccccc2)cc1)c1csc([C@@H]2O[C@H](CO)[C@@H](O)[C@H]2O)n1	1.2	-1	3	-8	.	-0.5	.	-1	-7.6
11	CCc1ccc(OCC(=O)NC2CC(C)(C)NC(C)(C)C2)cc1	.	-10	-4	0	-0.3	2.0	-1.8	-1	1.4
12	CCOCCCNC(=O)CCCC1=NS(=O)(=O)c2ccccc2N1	-0.9	-1	0	2	-1.2	-0.5	.	5	-1.8
13	CCCCCC(=O)Nc1cc(S(=O)(=O)N2CCOCC2)ccc1N1CCN(C)CC1	0.2	-5	1	-1	-0.3	-1.8	1.6	-1	-2.5
14	Cc1ccc(CNC(=O)C2CCN(S(=O)(=O)c3ccc4nc5c(c(C(=O)O)c4c3)CC(C)CC5)CC2)cc1 (configuration not stated)	3.4	-7	8	-2	0.5	-1.5	1.9	3	-0.3
15	CCOC(=O)Cc1c(C)nc2c(-c3ccccc3)c(C)nn2c1C	5.0	4	17	-3	0.1	0.3	1.5	1	-0.4
16	COCCNC(=O)Cn1c(=O)oc2cc(S(=O)(=O)N3CC(C)CC(C)C3)ccc21 (configuration not stated)	-2.4	-1	5	-2	-0.9	0.0	-0.9	3	0.2
17	CCOC(=O)C1CCCN(C(=O)c2ccc(OC)c([N+](=O)[O-])c2)C1 (configuration not stated)	-0.6	7	6	-3	-0.5	0.0	2.3	4	-0.1
18	O=C(OC1CCOC1=O)c1cc(-c2cccs2)nc2ccccc12 (configuration not stated)	0.7	2	6	-5	2.6	1.4	1.5	44*	-2.3
19	CC(C)(C)C(=O)Cn1nnc(-c2ccc(C(F)(F)F)cc2)n1	.	-5	-2	-7	-0.3	-1.2	0.5	0	0.4
20	CCn1ncc(C2=NOC(C(=O)Nc3c(C)nn(Cc4ccc(F)cc4)c3C)C2)c1C (configuration not stated)	3.1	-9	-16	8	-0.4	-0.5	2.3	-1	-2.5
21	COc1ccc(N2CC(O)=C(c3nc(-c4ccc(F)cc4)cs3)C2=N)cc1OC	.	-1	5	-1	1.9	0.3	-0.5	0	-0.4
22	O=C(OCCOc1cccc(Cl)c1)c1ccc2ncsc2c1	0.4	5	-12	2	-0.9	1.3	1.4	1	-4.9
23	CCc1nc(OCc2ccccc2)c2sc3nc4c(cc3c2n1)COC(C)(C)C4	0.9	8	4	-8	2.5	?	.	-1	-1.5
24	O=C(Cc1c(F)cccc1Cl)c1ccc(O)cc1O	0.9	9	34*	3	14	0.7	-2.1	-2	-11
25	CC(=O)c1cccc(NC(=O)c2c(-c3c(F)cccc3Cl)noc2C)c1	1.1	-3	11	-3	-0.1	-0.6	1.7	5	-2.1
26	CCNC(=S)Nc1ccc2ncoc2c1	-1.9	4	14	-3	-0.5	0.9	2.5	-1	-1.2
27	COc1ccccc1CNC(=O)C(=O)c1cn(CC(=O)N2CCOCC2)c2ccccc12	-3.0	3	25	7	0.4	0.3	-0.6	1	0.2
28	CCC(C)NCCCOc1cc(Cl)ccc1Cl (configuration not stated)	-0.7	30	-4	3	0.4	1.8	1.2	3	-3.2
29	Cn1c(NCc2c(O)ccc3ccccc23)nc2ccccc21	.	3	-4	-3	-0.5	0.4	2.3	6	0.2
30	COc1ccc(C)cc1S(=O)(=O)n1ccnc1C	-1.0	-6	2	-1	-1.2	0.4	1.2	2	0.1
31	COc1ccc(C)cc1NC(=O)C1CCN(C(=O)Cc2ccccc2)CC1	.	-2	3	-2	-0.8	0.1	-2.3	4	-2.5
32	COc1cc(N2CCCC2)c(OC)cc1/C=C1/NC(=S)NC1=O	.	?	-1	?	0.3	?	-0.5	-16	-2.5
33	Cc1ccc(C(=O)OCC(=O)Nc2ccc(N3CCOCC3)cc2)cc1	-0.8	11	-6	-1	1.1	2.3	.	-2	-2.8
34	COc1ccccc1-n1c(CNC(=O)c2cccc([N+](=O)[O-])c2C)n[nH]c1=S	1.2	-4	-3	-3	3.0	-1.1	-3.6	3	1.0
35	COc1cccc(CNc2cccc3cccnc23)c1O	-0.6	-10	6	-8	3.0	-3.0	1.1	-1	0.0
36	Cc1ccc2nsnc2c1S(=O)(=O)N1CCOCC1	-4.5	-3	1	-4	-2.0	-2.4	-0.1	1	0.1
37	N/C(=N\OC(=O)Cc1ccc(Cl)cc1)c1ccncc1	.	-4	3	-5	0.2	0.4	-1.4	-1	-0.2
38	CCN(C(=O)/C=C/c1ccccc1)C1CCCCC1	-0.2	?	2	-10	1.4	-3.3	0.0	1	-0.2
39	CCN1C(=O)[C@H]2[C@@H](c3ccc(-c4ccc(Cl)c(Cl)c4)c(OC)c3)N3CCCC[C@@]3(C(=O)OC)[C@H]2C1=O	-0.9	-4	5	-11	-0.8	-0.4	1.1	0	-0.6
40	O=C1CCCN1c1ccc(CNS(=O)(=O)c2ccc(F)cc2)cc1	-8.8	?	-1	-2	-1.4	-0.2	1.2	6	0.1
41	CCCn1c(C(O)c2ccc(OC)c(OC)c2)nc2ccccc21 (configuration not stated)	-0.6	?	6	-5	-0.7	-0.1	1.5	-1	-2.7
42	Cc1cc(NS(=O)(=O)c2ccc(NC(=O)/C=C/c3ccc(Br)cc3)cc2)no1	-0.6	-3	10	0	-0.9	-1.4	1.9	-3	-3.4
43	CCN1CCN(C(=O)Cc2ccccc2OC)CC1	.	-7	-2	-4	0.4	-1.2	-0.8	1	-2.3
44	CN1c2ccccc2C(=O)NC1c1ccc([N+](=O)[O-])s1 (configuration not stated)	.	?	3	-11	-0.8	0.3	0.0	-8	-13
45	CCOC(=O)c1c(N)sc2c(OCC)c(Br)ccc12	0.6	-7	-5	-3	16	-1.3	-0.3	-1	-4.6
46	O=C(O)CC(NC(=O)C(c1ccccc1)c1ccccc1)c1ccco1 (configuration not stated)	0.2	-1	18	0	-0.8	1.4	0.0	-2	-3.3
47	CC(=O)N1CCN(C(=O)c2ccc(-n3c(C)ccc3C)cc2)CC1	0.6	-8	7	-3	1.3	-0.5	-0.2	0	-2.0
48	NC(=O)CN1C(=O)NC2(CCCc3sccc32)C1=O (configuration not stated)	-4.2	-6	8	-1	1.5	-1.8	1.6	2	-1.0
49	CC(=O)N/C(=N/c1nc(C)cc(C)n1)Nc1ccc(C)cc1C	-0.3	-4	-1	-2	-0.7	-1.0	0.8	4	-1.4
50	CSc1nsc(SCC(=O)N2CCCCC2)n1	0.4	-2	-4	-4	-1.3	-1.0	-1.8	-1	-3.6

# Carrying on.
No.	structure	Mtb BioA inh	BoNT-F LC inh	GDH-TPI counter	Anthrax LF inh2	PfHsp40 rescue	BoNT-A LC inh2	UGM FP inh	Mtb FBA inh	FadD28 FP inh
51	COc1ccc2cc(C(=O)C3CCCN(Cc4ccccn4)C3)ccc2c1 (configuration not stated)	0.4	-2	6	4	-0.2	0.1	-2.2	41*	-1.7
52	CCOc1cccc(/C=N/N2CCN(c3ccc(Cl)cc3)CC2)c1O	-6.1	-9	4	14	-0.5	-2.5	2.3	0	-0.4
53	O=C(COc1ccc(C(=S)N2CCC(Cc3ccccc3)CC2)cc1)N1CCOCC1	-0.2	0	-1	1	8.1	-1.6	4.4	1	0.1
54	CCCOc1ccccc1C1NC(=O)NC(C)=C1C(=O)OCCOCC (configuration not stated)	-0.2	-8	-4	-1	-1.6	0.3	-2.2	-2	-2.8
55	COc1cc([N+](=O)[O-])cc2cc(C(=O)N3CCCC3)c(=O)oc12	.	-1	16	-1	0.0	0.3	-0.3	-4	-1.4
56	COc1cc(CNc2nnnn2C)ccc1OCc1ccc(F)cc1Cl	-0.3	3	1	0	0.6	-0.4	0.2	2	-2.7
57	Cc1cc(C(=S)N2CCOCC2)c(C)n1-c1ccc(Cl)cc1	-0.4	-4	4	-2	2.5	-0.5	0.3	-1	-0.1
58	Cc1cc(C)c(NC(=S)N(CCCN2CCN(C)CC2)Cc2cccs2)c(C)c1	9.6	-4	-4	1	0.1	0.0	-1.1	2	-2.4
59	C/C(=N\OCC(=O)NC(C)C)c1cccs1	.	0	6	-1	0.7	0.1	2.8	0	-1.7
60	CC(=O)Nc1cc(-c2ccc(N3CCN(C)CC3)cc2)cn2c(-c3ccc(S(C)(=O)=O)cc3)cnc12	0.4	-11	19	-4	.	-0.5	.	-3	-1.4
61	COc1cccc(OCCNC(=O)c2ccccc2Sc2ccccc2C#N)c1	.	-16	-1	-1	-0.1	-0.2	1.5	0	-2.8
62	CCc1ccc(N2CC(C(=O)OCC(=O)N(CC)c3c(N)n(Cc4ccccc4)c(=O)[nH]c3=O)CC2=O)cc1 (configuration not stated)	0.6	0	0	2	-0.8	0.7	.	-1	6.0
63	COc1ccc(/C=N/NC(=O)Nc2ccc3nsnc3c2)c(OC)c1	.	-6	6	1	-1.2	0.0	1.4	-1	-1.1

# Six entries drawn at random from those above, as already listed:
No.	structure	Mtb BioA inh	BoNT-F LC inh	GDH-TPI counter	Anthrax LF inh2	PfHsp40 rescue	BoNT-A LC inh2	UGM FP inh	Mtb FBA inh	FadD28 FP inh
50	CSc1nsc(SCC(=O)N2CCCCC2)n1	0.4	-2	-4	-4	-1.3	-1.0	-1.8	-1	-3.6
9	O=C(/C=C/c1ccc(F)cc1)c1ccccc1Br	.	-3	15	0	1.5	-0.3	2.0	0	-1.0
21	COc1ccc(N2CC(O)=C(c3nc(-c4ccc(F)cc4)cs3)C2=N)cc1OC	.	-1	5	-1	1.9	0.3	-0.5	0	-0.4
55	COc1cc([N+](=O)[O-])cc2cc(C(=O)N3CCCC3)c(=O)oc12	.	-1	16	-1	0.0	0.3	-0.3	-4	-1.4
39	CCN1C(=O)[C@H]2[C@@H](c3ccc(-c4ccc(Cl)c(Cl)c4)c(OC)c3)N3CCCC[C@@]3(C(=O)OC)[C@H]2C1=O	-0.9	-4	5	-11	-0.8	-0.4	1.1	0	-0.6
29	Cn1c(NCc2c(O)ccc3ccccc23)nc2ccccc21	.	3	-4	-3	-0.5	0.4	2.3	6	0.2

# Complete entries from above:
# Cc1cc(C)c(NC(=S)N(CCCN2CCN(C)CC2)Cc2cccs2)c(C)c1 across the screens: Mtb BioA inh = 9.6; BoNT-F LC inh = -4; GDH-TPI counter = -4; Anthrax LF inh2 = 1; PfHsp40 rescue = 0.1; BoNT-A LC inh2 = 0.0; UGM FP inh = -1.1; Mtb FBA inh = 2; FadD28 FP inh = -2.4
# CCCOc1ccccc1C1NC(=O)NC(C)=C1C(=O)OCCOCC (configuration not stated) across the screens: Mtb BioA inh = -0.2; BoNT-F LC inh = -8; GDH-TPI counter = -4; Anthrax LF inh2 = -1; PfHsp40 rescue = -1.6; BoNT-A LC inh2 = 0.3; UGM FP inh = -2.2; Mtb FBA inh = -2; FadD28 FP inh = -2.8
